Compound activity from PubChem BioAssay.
ABCB6 inh 2: blocks the human ABCB6 transporter | Q9NP58 | K562-ABCB6 porphyrin accumulation, flow cytometry, 1 h; stronger effect = lower value | fluorescence ratio to DMSO, % at 10 µM | 360,000 compounds, 0.19% hits;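 active = fluorescence ratio to DMSO below 75%, the collection mean minus 3 SD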;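 note: signal is porphyrin accumulated inside mitochondria; 100% equals median channel fluorescence of DMSO control wells; lower ratio means ABCB6 inhibition with less porphyrin fluorescence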
Cardio protect: modulators protecting cardiomyocytes from myocardial damage. H9c2 cardiomyocytes, H2O2 injury protection, ATPLite, 2 h. protection from H2O2 cell death, % at 20 µM. 360,000 compounds, 0.63% hits;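 active = compounds giving at least 50% protection of heart cells from peroxide-induced death in the single-dose screen, raw or plate-pattern-corrected value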;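 note: 0% = DMSO wells with peroxide and 100% = DMSO wells without peroxide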
m5-HT2A agonist: mouse HTR2A agonism via beta-arrestin recruitment; CHO-K1 mHTR2A beta-arrestin complementation, luminescence; percent of 30 µM serotonin response; 360,000 compounds, 0.66% hits; AID 624169; activation, % at 7.6 µM; P35363;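 active = activation above a run cutoff, the mean activation of all tested compounds plus 3 SD, cut at about 14% in these data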;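 note: 0% = plate median of compound wells and 100% = 30 µM serotonin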
MC4R barr agon: activates human MC4R beta-arrestin recruitment | P32245 | U2OS MC4R beta-arrestin complementation, luminescence; percent of melanotan II response, DMSO zero | activation, % at 8.9 µM | 360,000 compounds, 0.98% hits;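 active = activation above a per-plate cutoff, the mean activation of sample wells on that plate plus 3 SD, cut at about 8% in these data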
N-glyco inh: N-linked glycosylation inhibition | 360,000 compounds, 0.23% hits | reporter increase, % at 12.5 µM | D54 ERlucT glycosylation luciferase reporter, 24 h; percent of 100 nM tunicamycin response | AID 588692;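 active = mean luciferase reporter signal, scaled so untreated is 0 and the glycosylation-blocking control 100, at or above a set limit in every replicate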;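 note: luciferase carries N-glycosylation sites so blocking glycosylation raises the light; 0% = median of neutral control wells and 100% = median of 100 nM tunicamycin wells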
NCOA2 inhibitor: human SRC2 (NCOA2) inhibition | inhibition, % at 9 µM | HEK293 GAL4-SRC2 luciferase reporter, luminescence | 370,000 compounds, 0.17% hits | Q15596;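 active = inhibition above the mean inhibition of all tested compounds plus 3 SD, set per campaign, cut at about 52% in these data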;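 note: 0% = DMSO treated cells and 100% = cells given Gossypol at 36 µM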
TLR9-MyD88 block: blocks human TLR9 binding to MyD88; inhibition, % at 4.98 µM; CHO BLA complementation TLR9-MyD88, CCF4 FRET ratio; 340,000 compounds, 0.21% hits; Q9NR96+Q99836;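 active = inhibition above the mean over all tested compounds plus 3 SD, cut at about 21% in these data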;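 note: 0% = DMSO only wells and 100% = clavulanate BLA inhibitor control wells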
NOD2-RIPK2 inh: blocks binding of human NOD2 to RIPK2; CHO BLA complementation NOD2-RIPK2, CCF4 ratio; inhibition, % at 4.98 µM; 360,000 compounds, 0.38% hits; in the data active = inhibition above about 21%;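 note: 0% = vehicle only and 100% = reference blocker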
ABHD5 PLIN5 PPI: inhibitors of human ABHD5-perilipin-5 interaction; Q00G26+Q8WTS1; Split G. princeps luciferase complementation, luminescence, 4 h; inhibition, % at 4 µM; 360,000 compounds, 0.78% hits; AID 602281;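 active = inhibition above the mean inhibition across every tested compound plus 3 SD, cut at about 22% in these data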;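 note: 0% = DMSO only wells and the 100% control is not disclosed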
MC4R antag cAMP: human MC4R antagonism in cAMP assay; P32245; MC4R-expressing cells, MTII-stimulated cAMP, LANCE TR-FRET; inhibition, % at 6.5 µM; 360,000 compounds, 0.48% hits;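 active = inhibition above its plate's cutoff, the mean of tested wells on that plate plus 3 SD, cut at about 29% in these data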;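 note: 0% = Melanotan II alone and 100% = Melanotan II plus saturating MCL0020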
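Material: U2OS-MC4R stable cell line | Reagent: Melanotan II challenge after compound preincubation | Doses: One concentration, 6.5 µM nominal | Incubation: 30-min compound preincubation, 1-h Melanotan II challenge, 1-h detection, room temperature | Signal: TR-FRET cAMP assay | Replicates: One well per compound, no replicates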
The depositor's hits bear a star; x = not tested or not shown. The list is partial. The share of hits here may be higher or lower than overall.

1: Brc1ccc(-c2nnc(-c3cccnc3)o2)cc1
2: N#CC1=C2N=C(N)c3c(sc4c3CCCCC4)N2C2=C(C(=O)CCC2)C1c1ccccc1 (stereo not given)
3: N#Cc1c(C(F)(F)F)cc(-c2cccs2)nc1N1CCCCC1
4: Cc1cccc2c(=O)oc(-c3ccccc3Cl)nc12
5: O=C(NC(=S)Nc1ccccc1Cl)c1cncc(C#Cc2ccccc2)c1
6: NC(=O)COC(=O)c1sc2cc(F)ccc2c1Cl
7: Cc1c(NS(=O)(=O)N2CCCCC2)c(=O)n(-c2ccccc2)n1C
8: CSCC[C@H](NC(=O)[C@H]1N2C(=O)c3ccccc3C2SC1(C)C)C(=O)NCc1ccncc1 (stereo not given in full)
9: COc1ccc(NC(=O)CCc2ccc(OC)c(OC)c2)cn1
10: CCCCN(C)C(=O)c1cn(C)c2ccc(S(=O)(=O)N(C)C)cc2c1=O

| screen / no. | 1 | 2 | 3 | 4 | 5 | 6 | 7 | 8 | 9 | 10 |
| --- | --- | --- | --- | --- | --- | --- | --- | --- | --- | --- |
| ABCB6 inh 2 | 97 | 97 | 102 | 98 | 96 | 95 | 99 | 100 | 100 | 102 |
| Cardio protect | -2 | 25 | -4 | -5 | -2 | -6 | 7 | 1 | 5 | 1 |
| m5-HT2A agonist | -3 | -2 | 3 | 4 | 5 | 3 | 3 | 6 | 4 | 4 |
| MC4R barr agon | 0.0 | -2.2 | 0.4 | -0.4 | -0.2 | -0.6 | 0.5 | -1.0 | -2.0 | 0.4 |
| N-glyco inh | 4 | 2 | -4 | 4 | 0 | 2 | 4 | 4 | 2 | -1 |
| NCOA2 inhibitor | -42 | -7 | 9 | -5 | 9 | 9 | 11 | -8 | -1 | -1 |
| TLR9-MyD88 block | -1 | 0 | -2 | -6 | 1 | 6 | 0 | 17 | -4 | 12 |
| NOD2-RIPK2 inh | 2 | -3 | -9 | -2 | 1 | -1 | -12 | 9 | -2 | -12 |
| ABHD5 PLIN5 PPI | -3 | -1 | 9 | -4 | 7 | -7 | 5 | -2 | 1 | 0 |
| MC4R antag cAMP | 4 | -6 | 7 | -12 | 15 | -12 | 5 | 1 | 2 | -5 |

11: CC1=Nc2cc(C(=O)NCCN3CCOCC3)ccc2Sc2c(C)ccc(C)c21
12: O=C(Cc1cccc(C(F)(F)F)c1)Nc1ccccc1N1CCCC1
13: CN(C(=O)CSc1nnc(NC2CCCCC2)s1)C1CCS(=O)(=O)C1 (stereo not given)
14: COCCN(C(=O)COC(=O)c1ccc(C=O)cc1)c1c(N)n(Cc2ccccc2)c(=O)[nH]c1=O
15: Cc1cc(Cl)ccc1NNC(=O)c1c(C)noc1C
16: COc1ccc2nc(NC(=O)CSc3nc(C)cc(C)n3)sc2c1
17: O=C(Nc1cccc(Cl)c1)NC1CC2CCC1C2 (stereo not given)
18: CC(C)C[C@H]1CNC(=S)N1CC1CCN(CCCCc2ccccc2)CC1
19: CCCCNC(=O)C1CCC(CNS(=O)(=O)c2ccc(C)cc2)CC1 (stereo not given)
20: CN(Cc1ccc(-n2cccn2)cc1)C(=O)c1cnn2c1NC(c1ccco1)CC2C(F)(F)F (stereo not given)

| screen / no. | 11 | 12 | 13 | 14 | 15 | 16 | 17 | 18 | 19 | 20 |
| --- | --- | --- | --- | --- | --- | --- | --- | --- | --- | --- |
| ABCB6 inh 2 | 93 | 100 | 108 | 102 | 103 | 97 | 105 | 95 | 97 | 123 |
| Cardio protect | -4 | -5 | 0 | -1 | 6 | -4 | -7 | -2 | -9 | -3 |
| m5-HT2A agonist | -16 | -3 | 1 | 0 | 2 | 5 | 5 | -7 | 2 | 5 |
| MC4R barr agon | -4.1 | 3.0 | 0.8 | -3.6 | -0.4 | -0.7 | 0.8 | 0.6 | -1.1 | 1.1 |
| N-glyco inh | 15 | -3 | 4 | 2 | 3 | 1 | -2 | 1 | -1 | -2 |
| NCOA2 inhibitor | 4 | 14 | -6 | 14 | -15 | 23 | -26 | 2 | 25 | 10 |
| TLR9-MyD88 block | 4 | 2 | -6 | -6 | -4 | -25 | 1 | -1 | 10 | 2 |
| NOD2-RIPK2 inh | -4 | -11 | 10 | 0 | -12 | -9 | 1 | 11 | 3 | -4 |
| ABHD5 PLIN5 PPI | -1 | -4 | -2 | -1 | -10 | 5 | -7 | -3 | 0 | 15 |
| MC4R antag cAMP | -9 | -2 | 4 | 8 | 9 | 7 | -8 | 1 | 6 | 12 |

21: O=C1C(=O)N(CCS(=O)(=O)c2ccccc2)c2ccccc21
22: Nc1c(-c2cccc(Cl)c2)cnn1-c1ccccc1
23: COc1ccc(N2CC(C(=O)Nc3ccc4c(c3)OCO4)CC2=O)cc1 (stereo not given)
24: CCCNC(=O)Cn1c(=O)oc2cc(S(=O)(=O)N3CCCC3)ccc21
25: O=C(Cc1c(F)cccc1Cl)Nc1ccccc1-c1ccccc1
26: COc1ccccc1NC(=O)CSc1nnc(NC(=O)c2ccco2)s1
27: O=C(Oc1ccc([N+](=O)[O-])cc1)c1ccc2ccccc2n1
28: CCc1ccc(-n2c(O)cnc2Nc2nc(C)cc(C)n2)cc1
29: O=c1[nH]c2c(=O)[nH]cnc2nc1-c1ccccc1
30: FC(F)(F)c1cnc(C(c2ccccn2)c2ncn[nH]2)c(Cl)c1 (stereo not given)

| screen / no. | 21 | 22 | 23 | 24 | 25 | 26 | 27 | 28 | 29 | 30 |
| --- | --- | --- | --- | --- | --- | --- | --- | --- | --- | --- |
| ABCB6 inh 2 | 100 | 97 | 100 | 100 | 103 | 96 | 97 | 100 | 97 | 97 |
| Cardio protect | 0 | -8 | -3 | 7 | 2 | -8 | 9 | 2 | 1 | 35 |
| m5-HT2A agonist | -1 | -4 | 2 | 1 | -5 | -2 | 2 | 1 | -2 | -5 |
| MC4R barr agon | -1.8 | -0.6 | -0.2 | 0.3 | 6.1 | -4.0 | -4.3 | -0.4 | 0.1 | 0.1 |
| N-glyco inh | -1 | 0 | 1 | 0 | -3 | 0 | 6 | -1 | 0 | -3 |
| NCOA2 inhibitor | 9 | -53 | -12 | 24 | -8 | -6 | -16 | -8 | 23 | -2 |
| TLR9-MyD88 block | 1 | -1 | 1 | 9 | -1 | -5 | -4 | -3 | 5 | -8 |
| NOD2-RIPK2 inh | -10 | -2 | -8 | -4 | 11 | -1 | 7 | -11 | 10 | 11 |
| ABHD5 PLIN5 PPI | -15 | 4 | -1 | 9 | 9 | 2 | 1 | -3 | -10 | -2 |
| MC4R antag cAMP | 3 | -8 | 13 | 3 | 4 | 0 | 10 | -1 | -3 | 1 |

Single records (already shown).
`CCCCNC(=O)C1CCC(CNS(=O)(=O)c2ccc(C)cc2)CC1` (stereo not given) in the list: ABCB6 inh 2 = 97; Cardio protect = -9; m5-HT2A agonist = 2; MC4R barr agon = -1.1; N-glyco inh = -1; NCOA2 inhibitor = 25; TLR9-MyD88 block = 10; NOD2-RIPK2 inh = 3; ABHD5 PLIN5 PPI = 0; MC4R antag cAMP = 6
`O=C(Cc1cccc(C(F)(F)F)c1)Nc1ccccc1N1CCCC1` in the list: ABCB6 inh 2 = 100; Cardio protect = -5; m5-HT2A agonist = -3; MC4R barr agon = 3.0; N-glyco inh = -3; NCOA2 inhibitor = 14; TLR9-MyD88 block = 2; NOD2-RIPK2 inh = -11; ABHD5 PLIN5 PPI = -4; MC4R antag cAMP = -2

Further records
31: O=C(NCc1ccccc1)C(c1ccco1)N(C(=O)c1csnn1)c1ccccc1F (stereo not given)
32: COc1ccc([C@@]23Oc4cc(OC)cc(OC)c4[C@]2(O)[C@H](O)[C@H](C(=O)N(C)C)[C@H]3c2ccccc2)cc1
33: Clc1ccccc1OCCN1CCCCC1
34: CCC1Oc2ccc(C)cc2N(CC(=O)N(Cc2cccnc2)Cc2ccc(C)o2)C1=O (stereo not given)
35: COc1ccc(C(=O)/C=C/c2ccccc2F)c(OC(=O)c2ccc([N+](=O)[O-])cc2)c1
36: CC(NC(=O)CN(Cc1ccccc1)S(=O)(=O)c1ccccc1)c1cccnc1 (stereo not given)
37: CC(C)C(C(=O)NCc1ccco1)N(Cc1ccco1)C(=O)CNS(=O)(=O)c1ccccc1 (stereo not given)
38: Cc1ccc(CCC(=O)Nc2ccc(S(N)(=O)=O)cc2)o1
39: O=[N+]([O-])c1cccc(S(=O)(=O)NCCCn2ccnc2)c1
40: CCOC(=O)c1sc(NC(=O)c2ccc(S(=O)(=O)N3CCOCC3)cc2)nc1-c1ccccc1

| screen / no. | 31 | 32 | 33 | 34 | 35 | 36 | 37 | 38 | 39 | 40 |
| --- | --- | --- | --- | --- | --- | --- | --- | --- | --- | --- |
| ABCB6 inh 2 | 102 | 91 | 102 | 88 | 94 | 100 | 98 | 94 | 104 | 99 |
| Cardio protect | 6 | 1 | x | 25 | -8 | 3 | 5 | -2 | -6 | -11 |
| m5-HT2A agonist | 2 | 1 | -6 | 4 | -3 | -5 | -4 | 0 | 5 | 3 |
| MC4R barr agon | 0.0 | -1.5 | -1.8 | 0.5 | -0.7 | 0.1 | 0.5 | -0.7 | -1.4 | -0.9 |
| N-glyco inh | -1 | -20 | 0 | -2 | 20 | -2 | 1 | 2 | 6 | 0 |
| NCOA2 inhibitor | 9 | 72* | 3 | 6 | -5 | -8 | -20 | -7 | 5 | 10 |
| TLR9-MyD88 block | -5 | 12 | 6 | -1 | -5 | 1 | -1 | 4 | -12 | 1 |
| NOD2-RIPK2 inh | 4 | 21 | -3 | -16 | 7 | 10 | -1 | -2 | -2 | 7 |
| ABHD5 PLIN5 PPI | -3 | 6 | 1 | 5 | 28* | 12 | -8 | 7 | 3 | 8 |
| MC4R antag cAMP | 14 | 1 | 2 | 15 | 6 | -2 | 8 | 5 | 2 | -6 |

41: Cc1oc(C)c2c(=O)ccc3c(c12)OC(N)=C(C#N)C3c1ccc(F)cc1 (stereo not given)
42: CC(=O)Oc1ccc2cc(-c3cccnc3)c(=O)oc2c1
43: COCCNC(=O)CN1C(=O)CSc2ccc(S(=O)(=O)N3CCOCC3)cc21
44: O=C1CCC[C@@H]2CC(Nc3ccc(F)cc3F)C[C@@H]3CCN1[C@H]23 (stereo not given in full)
45: O=c1[nH]c(N/N=C/c2ccc(O)cc2)nc2ccccc12
46: CC(NC(=O)Nc1nnc(C(F)(F)F)s1)(C(F)(F)F)C(F)(F)F

| screen / no. | 41 | 42 | 43 | 44 | 45 | 46 |
| --- | --- | --- | --- | --- | --- | --- |
| ABCB6 inh 2 | 118 | 100 | 91 | 107 | 97 | 97 |
| Cardio protect | 12 | 6 | 1 | -2 | 17 | -35 |
| m5-HT2A agonist | 0 | 3 | -1 | 2 | 0 | 16* |
| MC4R barr agon | -1.3 | 0.0 | -0.2 | 0.2 | -0.1 | 1.2 |
| N-glyco inh | 0 | 2 | 0 | 2 | -4 | -10 |
| NCOA2 inhibitor | 1 | 16 | -21 | -10 | -55 | 22 |
| TLR9-MyD88 block | -5 | 9 | -4 | -5 | -1 | -7 |
| NOD2-RIPK2 inh | 3 | 31* | -1 | 2 | -7 | 7 |
| ABHD5 PLIN5 PPI | 1 | 15 | -1 | 1 | -1 | 2 |
| MC4R antag cAMP | 2 | -9 | 0 | 5 | 1 | 4 |
